KCNK3 inh: human KCNK3 channel inhibitors, primary screen, CHO cells, FluxOR thallium flux, B-score; AID 602410, 2012; FluxOR fluorescence; hits give low values; B-score at 10 µM; Potassium channel subfamily K member 3 (Homo sapiens), O14649; 0.84% of 340,000 active;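 active means B-score under library mean minus 4 SD, starting fluorescence ratio at most library mean plus 5 SD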;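 further: more negative B-score means stronger inhibition of thallium flux through KCNK3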
KCNQ1 block: inhibitors of human KCNQ1 channel, primary screen, cell-based, thallium flux, high-throughput | Potassium voltage-gated channel subfamily KQT member 1 (Homo sapiens), P51787 | CHO-K1 KCNQ1, FluxOR thallium flux fluorescence; hits give high values | B-score at 10 µM | 1.3% of 310,000 active | AID 2642, 2010;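 active means compounds whose thallium flux B-score, printed positive for inhibition, exceeds three library SD while starting fluorescence stays within three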;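 further: channel opened by potassium depolarization with thallium stimulus after 20 min compound exposure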
hERG protect: hERG rescue from dofetilide block, primary screen, cell-based, CHO-hERG, FluxOR thallium flux, dofetilide IC70; dofetilide IC70 present; activation (rescue from dofetilide block), less the hit threshold, % at 10 µM; 0.51% of 310,000 active; AID 1511, 2009;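 active means activation above the mean of controls blocked by dofetilide plus 5 SD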;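 further: thallium influx through hERG after potassium depolarization seen as dye fluorescence rise; in these data hits start at about 4.7%; inactives centre near -7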
KCNQ1 pot: potentiators or activators of KCNQ1 channel, primary screen, cell-based, thallium flux, high-throughput; 0.35% of 310,000 active; Potassium voltage-gated channel subfamily KQT member 1 (Homo sapiens), P51787; CHO-K1 KCNQ1, thallium flux FluxOR fluorescence; hits give high values; B-score at 10 µM;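 active means fluorescence ratio B-score, a plate-corrected score, at least three library SD, with initial intensity B-score within 5 SD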
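Material: CHO-K1 cells stably expressing KCNQ1. Medium: assay buffer for compound exposure, DMSO matched across wells. Reagent: K+/Tl+ depolarizing stimulus. Compound dosing: single-concentration screen. Times: 37 °C overnight plating, 90-min dark dye load, 20-min compound pretreatment. Technique: FluxOR Tl+ flux fluorescence.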
GSK3beta inhib: human GSK3beta kinase inhibitors, primary screen, biochemical, cell-free homogeneous, HTS; Glycogen synthase kinase-3 beta (Homo sapiens), P49841; GST-GSK3beta kinase, ADP-Glo luminescence, 60 min; hits give low values; activity score (negative = inhibition), % at 10 µM; 0.038% of 300,000 active; AID 2097, 2009;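 active means more than half of replicate wells score below -50%, meaning over 50% inhibition versus plate controls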;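 further: 0% = median DMSO wells and -100% = median GW8510 positive control wells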
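test system = GST-tagged human GSK3beta kinase, cell-free | reagent = 25 µM ATP with peptide substrate | dosing = one dose of 10 µM per compound | schedule = 60 min reaction, RT | detection = luminescent ADP-Glo measurement of ADP formed | control set = DMSO neutral wells and GW8510 at 20 µM as positive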
GSK3 alpha inh: blockers of GSK3A enzyme activity – biochemical, luminescence, cell-free homogeneous, HTS, primary screen; AID 2650, 2010; GSK-3 alpha kinase, ADP-Glo luminescence, 60 min; inhibition, % at 10 µM; 0.1% of 320,000 active; Glycogen synthase kinase-3 alpha (Homo sapiens), P49840;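 in the data active means inhibition above about 50%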;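 further: GST-tagged GSK-3 alpha with peptide substrate and 25 µM ATP; 0% = DMSO neutral wells and 100% = GW8510 positive control wells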
Target sequence (P49840 whole entry, looked up): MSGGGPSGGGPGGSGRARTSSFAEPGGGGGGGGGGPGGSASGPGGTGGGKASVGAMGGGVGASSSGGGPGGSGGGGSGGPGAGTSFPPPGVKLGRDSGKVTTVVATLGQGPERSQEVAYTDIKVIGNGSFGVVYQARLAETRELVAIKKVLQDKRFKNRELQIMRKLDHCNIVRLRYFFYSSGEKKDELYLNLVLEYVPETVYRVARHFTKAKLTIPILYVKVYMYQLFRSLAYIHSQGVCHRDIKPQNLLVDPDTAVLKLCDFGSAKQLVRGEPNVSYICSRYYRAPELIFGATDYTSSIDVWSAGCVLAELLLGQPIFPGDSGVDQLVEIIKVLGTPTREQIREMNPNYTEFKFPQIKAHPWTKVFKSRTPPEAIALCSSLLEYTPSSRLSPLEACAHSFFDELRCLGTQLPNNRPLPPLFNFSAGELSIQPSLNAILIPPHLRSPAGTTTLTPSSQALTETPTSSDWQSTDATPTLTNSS
RGS4 pot: RGS4 potentiators or activators, primary screen, cell-based, HEK293 M3R inducible RGS4, calcium flux; B-score at 10 µM; carbachol calcium flux Fluo4; hits give low values; AID 463111, 2010; 0.92% of 310,000 active;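 active means B-score of the integrated calcium signal more than 4 SD below the library mean, with starting fluorescence not abnormally high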;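 further: negative B-score means reduced calcium response which marks RGS4 activation or potentiation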
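Detection: kinetic calcium fluorescence imaging with Fluo4-AM dye, 2 µM / Material: HEK293 cells with stable M3R and inducible RGS4 / Schedule: recording 10 s baseline at 1 Hz, 100 s post-agonist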
KCNK9 inh: KCNK9 potassium channel inhibitors, primary screen, HEK293 cells, thallium flux; Potassium channel subfamily K member 9 (Homo sapiens), Q9NPC2; FluxOR thallium flux fluorescence; hits give low values; B-score at 10 µM; 1.2% of 310,000 active; AID 488922, 2010;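 active means ratio B-score over 3 SD below the library mean, with starting fluorescence within 5 SD of its mean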;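 further: negative B-score means less thallium flux so channel inhibition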
Target sequence (Q9NPC2 whole entry, looked up): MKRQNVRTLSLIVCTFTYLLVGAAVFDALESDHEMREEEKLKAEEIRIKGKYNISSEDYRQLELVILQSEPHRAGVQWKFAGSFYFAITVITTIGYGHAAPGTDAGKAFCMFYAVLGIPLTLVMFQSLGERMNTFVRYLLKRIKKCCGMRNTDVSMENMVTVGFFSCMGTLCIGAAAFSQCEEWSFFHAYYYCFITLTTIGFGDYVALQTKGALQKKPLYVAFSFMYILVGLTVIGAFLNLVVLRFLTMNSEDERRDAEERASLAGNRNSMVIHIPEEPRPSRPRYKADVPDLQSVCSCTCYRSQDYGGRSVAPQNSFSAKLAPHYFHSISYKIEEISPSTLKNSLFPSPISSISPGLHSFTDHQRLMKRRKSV
PolyA inh: polyadenylation inhibitors in yeast reporter cells, primary screen, luminescence, S. cerevisiae. calls only at 12 µM. S. cerevisiae SKY197-pL101 polyadenylation reporter, beta-gal luminescence; efflux-impaired pdr1/pdr3 knockout yeast; score 100 = 6 SD above DMSO. AID 1875, 2009. 0.02% of 300,000 active;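 active means lowest replicate activity score at least 50, where 100 means six control SD above control mean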;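 further: yeast exposed to compound for 9 h at 30 °C; higher score means more reporter readthrough which indicates perturbed polyadenylation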
Dyrk1A ADPGlo: rat Dyrk1A kinase inhibitors, primary screen, biochemical, single point, plate reader; 0.43% of 310,000 active; AID 504441, 2011; ADP-Glo luminescence, NFATc1 peptide; inhibition, % at 12.5 µM; in the data active means inhibition above about 50%;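 further: plate controls were vehicle with enzyme for no effect and no enzyme for full effect; many of its hits are not listed in these tables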
RGS4 inh: RGS4 inhibitors, primary screen, cell-based, HEK293 M3R inducible RGS4, calcium flux | AID 463165, 2010 | 0.45% of 310,000 active | B-score at 10 µM | Fluo-4 calcium flux; hits give high values; triggered by carbachol at its EC20;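 active means B-score, a plate-corrected calcium signal, over three deviations above library mean, with baseline fluorescence within five deviations of library mean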;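 further: RGS4 expression induced by doxycycline in cells with stable M3 receptor; B-score is computed from the integrated fluorescence ratio over baseline after carbachol; higher B-score means a larger calcium signal and so more RGS4 inhibition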
Target sequence (P49798 whole entry, looked up): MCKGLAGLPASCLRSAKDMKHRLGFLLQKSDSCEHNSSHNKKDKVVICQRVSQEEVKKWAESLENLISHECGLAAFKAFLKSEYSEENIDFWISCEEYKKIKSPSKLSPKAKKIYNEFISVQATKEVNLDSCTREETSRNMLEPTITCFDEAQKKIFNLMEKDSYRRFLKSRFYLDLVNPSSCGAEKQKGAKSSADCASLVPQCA
Starred values were filed as active, the others as inactive.

How did CCc1cc(C(=O)NNC(=O)CCN2CCN(c3ccccc3)CC2)sc1C do in these assays?
KCNK3 inh: inactive; KCNQ1 block: inactive; hERG protect: -9; KCNQ1 pot: inactive; GSK3beta inhib: 2; GSK3 alpha inh: 0; RGS4 pot: inactive; KCNK9 inh: inactive; PolyA inh: inactive; Dyrk1A ADPGlo: 1; RGS4 inh: inactive

What do the screens show for `CSc1nc2ccc(S(=O)(=O)N(C)C)cc2s1`?
KCNK3 inh: inactive; KCNQ1 block: inactive; hERG protect: -16; KCNQ1 pot: inactive; GSK3beta inhib: 3; GSK3 alpha inh: -1; RGS4 pot: inactive; KCNK9 inh: inactive; PolyA inh: inactive; Dyrk1A ADPGlo: 3; RGS4 inh: inactive

Results for Nc1ccccc1-c1nnc2n1CCCCC2 ?
KCNK3 inh: inactive; KCNQ1 block: inactive; hERG protect: -6; KCNQ1 pot: inactive; GSK3beta inhib: -3; GSK3 alpha inh: 0; RGS4 pot: inactive; KCNK9 inh: inactive; PolyA inh: inactive; Dyrk1A ADPGlo: -2; RGS4 inh: inactive

What do the screens show for `Cc1ccc2[nH]c(=O)c3cc(C(=O)NCC4CCCO4)sc3c2c1` (configuration not stated)?
KCNK3 inh: inactive; KCNQ1 block: inactive; hERG protect: -10; KCNQ1 pot: inactive; GSK3beta inhib: -3; GSK3 alpha inh: -6; RGS4 pot: inactive; KCNK9 inh: inactive; PolyA inh: inactive; Dyrk1A ADPGlo: 11; RGS4 inh: inactive

How did Cc1ccnc(NC(=O)CNC(=O)c2ccc3c(c2)OCO3)c1 do in these assays?
KCNK3 inh: inactive; KCNQ1 block: inactive; hERG protect: -6; KCNQ1 pot: 15*; GSK3beta inhib: 2; GSK3 alpha inh: 7; RGS4 pot: inactive; KCNK9 inh: inactive; PolyA inh: inactive; Dyrk1A ADPGlo: -1; RGS4 inh: inactive

How did CCNS(=O)(=O)c1ccc(CCC(=O)N2CCOCC2)cc1 do in these assays?
KCNK3 inh: inactive; KCNQ1 block: inactive; hERG protect: -5; KCNQ1 pot: inactive; GSK3beta inhib: 1; GSK3 alpha inh: 1; RGS4 pot: inactive; KCNK9 inh: inactive; PolyA inh: inactive; Dyrk1A ADPGlo: -3; RGS4 inh: inactive

How did CCOC(=O)N1CCN(C(=O)C(C)n2nc(C)n3c(cc4sccc43)c2=O)CC1 (configuration not stated) do in these assays?
KCNK3 inh: inactive; KCNQ1 block: inactive; hERG protect: 2; KCNQ1 pot: inactive; GSK3beta inhib: 5; GSK3 alpha inh: -2; RGS4 pot: inactive; KCNK9 inh: inactive; PolyA inh: inactive; Dyrk1A ADPGlo: -6; RGS4 inh: inactive

Results for CCOc1cc(C(=O)NCCOC)ccc1OC ?
KCNK3 inh: inactive; KCNQ1 block: inactive; hERG protect: -8; KCNQ1 pot: inactive; GSK3beta inhib: -1; GSK3 alpha inh: 2; RGS4 pot: inactive; KCNK9 inh: inactive; PolyA inh: inactive; Dyrk1A ADPGlo: -1; RGS4 inh: inactive

Results for CCCn1c(SCC(=O)Nc2ccc3c(c2)CCC3)n[nH]c1=O ?
KCNK3 inh: inactive; KCNQ1 block: inactive; hERG protect: -12; KCNQ1 pot: inactive; GSK3beta inhib: 4; GSK3 alpha inh: 0; RGS4 pot: inactive; KCNK9 inh: inactive; PolyA inh: inactive; Dyrk1A ADPGlo: -2; RGS4 inh: inactive

How did Cc1cc(OC(=O)c2ccccc2[N+](=O)[O-])c([N+](=O)[O-])c(=O)[nH]1 do in these assays?
KCNK3 inh: inactive; KCNQ1 block: inactive; hERG protect: -11; KCNQ1 pot: inactive; GSK3beta inhib: 0; GSK3 alpha inh: 0; RGS4 pot: inactive; KCNK9 inh: inactive; PolyA inh: inactive; Dyrk1A ADPGlo: 1; RGS4 inh: inactive

Results for CCOC(=O)C(NC(C)=O)(Nc1ccc(F)cc1)C(F)(F)F (configuration not stated) ?
KCNK3 inh: inactive; KCNQ1 block: inactive; hERG protect: -10; KCNQ1 pot: inactive; GSK3beta inhib: 2; GSK3 alpha inh: -3; RGS4 pot: inactive; KCNK9 inh: inactive; PolyA inh: inactive; Dyrk1A ADPGlo: 5; RGS4 inh: inactive

How did CC1CCCCN1CCNC(=O)C1CCN(S(=O)(=O)c2cccc3nsnc23)CC1 (configuration not stated) do in these assays?
KCNK3 inh: inactive; KCNQ1 block: inactive; hERG protect: -5; KCNQ1 pot: inactive; GSK3beta inhib: 1; GSK3 alpha inh: -2; RGS4 pot: inactive; KCNK9 inh: inactive; PolyA inh: inactive; Dyrk1A ADPGlo: 1; RGS4 inh: inactive

What do the screens show for `Cc1cccc(-c2nnc(-c3cccc(NC(=O)Cc4cccs4)c3)o2)c1`?
KCNK3 inh: -16*; KCNQ1 block: inactive; hERG protect: 0; KCNQ1 pot: inactive; GSK3beta inhib: 1; GSK3 alpha inh: -1; RGS4 pot: -7.4*; KCNK9 inh: -17*; PolyA inh: inactive; Dyrk1A ADPGlo: -9; RGS4 inh: inactive

How did O=C(O)CC1Oc2ccc(Cl)cc2NC1=O (configuration not stated) do in these assays?
KCNK3 inh: inactive; KCNQ1 block: inactive; hERG protect: -3; KCNQ1 pot: inactive; GSK3beta inhib: 1; GSK3 alpha inh: -4; RGS4 pot: inactive; KCNK9 inh: inactive; PolyA inh: inactive; Dyrk1A ADPGlo: 4; RGS4 inh: inactive

Results for CCc1ccccc1NC(=O)COc1cccc2ccc(C)nc12 ?
KCNK3 inh: inactive; KCNQ1 block: inactive; hERG protect: -11; KCNQ1 pot: inactive; GSK3beta inhib: 2; GSK3 alpha inh: -1; RGS4 pot: inactive; KCNK9 inh: inactive; PolyA inh: inactive; Dyrk1A ADPGlo: 3; RGS4 inh: inactive

How did CCOc1ccccc1C(=O)Nc1nnc(COC)s1 do in these assays?
KCNK3 inh: inactive; KCNQ1 block: inactive; hERG protect: -5; KCNQ1 pot: inactive; GSK3beta inhib: 4; GSK3 alpha inh: -1; RGS4 pot: inactive; KCNK9 inh: inactive; PolyA inh: inactive; Dyrk1A ADPGlo: 7; RGS4 inh: inactive

What do the screens show for `CC(=O)NC(CC(=O)N(C)Cc1cccc(Cl)c1Cl)c1ccccc1` (configuration not stated)?
KCNK3 inh: inactive; KCNQ1 block: inactive; hERG protect: -1; KCNQ1 pot: inactive; GSK3beta inhib: 6; GSK3 alpha inh: -3; RGS4 pot: inactive; KCNK9 inh: inactive; Dyrk1A ADPGlo: 0; RGS4 inh: inactive

How did O=C(Nc1cccc(S(=O)(=O)N2CCCCCC2)c1)C1CC(=O)N(c2ccc3c(c2)OCCO3)C1 (configuration not stated) do in these assays?
KCNK3 inh: inactive; KCNQ1 block: inactive; hERG protect: -10; KCNQ1 pot: inactive; GSK3beta inhib: -2; GSK3 alpha inh: -1; RGS4 pot: inactive; KCNK9 inh: inactive; PolyA inh: inactive; Dyrk1A ADPGlo: -5; RGS4 inh: inactive

Results for Cc1ccc(Nc2cc(=O)[nH]c(=O)[nH]2)cc1Cl ?
KCNK3 inh: inactive; KCNQ1 block: inactive; hERG protect: -4; KCNQ1 pot: inactive; GSK3beta inhib: 1; GSK3 alpha inh: -1; RGS4 pot: inactive; KCNK9 inh: inactive; PolyA inh: inactive; Dyrk1A ADPGlo: -1; RGS4 inh: inactive

Results for O=C(NCC1CCCO1)c1cccc(N2CCCC2=O)c1 (configuration not stated) ?
KCNK3 inh: inactive; KCNQ1 block: inactive; hERG protect: -5; KCNQ1 pot: inactive; GSK3beta inhib: -1; GSK3 alpha inh: 0; RGS4 pot: inactive; KCNK9 inh: inactive; PolyA inh: inactive; Dyrk1A ADPGlo: 3; RGS4 inh: inactive

How did C=CCn1c(=O)c(C(C)=O)cn(N(C)c2ncc(C(F)(F)F)cc2Cl)c1=O do in these assays?
KCNK3 inh: inactive; KCNQ1 block: inactive; hERG protect: 1; KCNQ1 pot: inactive; GSK3beta inhib: -2; GSK3 alpha inh: -1; RGS4 pot: inactive; KCNK9 inh: inactive; PolyA inh: inactive; Dyrk1A ADPGlo: -3; RGS4 inh: inactive

How did O=C(COC(=O)c1cc([N+](=O)[O-])ccc1N1CCOCC1)NCc1ccc(Cl)cc1Cl do in these assays?
KCNK3 inh: inactive; KCNQ1 block: inactive; hERG protect: -5; KCNQ1 pot: inactive; GSK3beta inhib: 1; GSK3 alpha inh: -2; RGS4 pot: inactive; KCNK9 inh: inactive; PolyA inh: inactive; Dyrk1A ADPGlo: -4; RGS4 inh: inactive

Results for O=C(Cc1ccc(F)cc1)N1CCOCC1 ?
KCNK3 inh: inactive; KCNQ1 block: inactive; hERG protect: -7; KCNQ1 pot: inactive; GSK3beta inhib: 4; GSK3 alpha inh: -2; RGS4 pot: inactive; KCNK9 inh: inactive; PolyA inh: inactive; Dyrk1A ADPGlo: -1; RGS4 inh: inactive

Results for O=C(CCC(=O)NC12CC3CC(CC(C3)C1)C2)NC1CCCCC1 ?
KCNK3 inh: inactive; KCNQ1 block: inactive; hERG protect: 0; KCNQ1 pot: inactive; GSK3beta inhib: 3; GSK3 alpha inh: -1; RGS4 pot: inactive; KCNK9 inh: inactive; PolyA inh: inactive; RGS4 inh: inactive

How did COc1ccccc1CN(C)C(=O)C(c1ccccc1)c1ccccc1 do in these assays?
KCNK3 inh: inactive; KCNQ1 block: inactive; hERG protect: -9; KCNQ1 pot: inactive; GSK3beta inhib: -1; GSK3 alpha inh: -3; RGS4 pot: inactive; KCNK9 inh: inactive; PolyA inh: inactive; Dyrk1A ADPGlo: 3; RGS4 inh: inactive

A portion of the library, so the mix of outcomes need not match the whole.
